# Screening data from PubChem.
# MITF TRPM1 HTS = activators of MITF-driven TRPM1 promoter reporter, primary screen, cell-based, SK-MEL-5, luciferase, single point; SK-MEL-5 TRPM1-promoter luciferase, 24 h; % of positive control, neutral wells = 0; activation, % at 12.5 µM; 0.75% of 300,000 active;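 active means mean activation of at least 80% with every replicate also reaching 80%; inconclusive means mean reaches 80% but some replicate falls short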;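 further: 0% = neutral control wells and 100% = parthenolide positive control wells; values of inactives mirror those of a sister screen read the other way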
# dFosB act = activators of delta FosB homodimer, primary screen, biochemical, fluorescence polarization, TAMRA-CDK5 oligo, single point; AID 493131, 2011; activation, % at 25 µM; purified delta FosB; percent of positive-control signal above neutral wells; 0.99% of 340,000 active;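 active means mean activation above about 17%, with every replicate also reaching it, limit read from the data, passing the limit was not always enough; inconclusive means only one of the two conditions met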;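 further: fluorescence polarization rise as delta FosB binds a TAMRA Cdk5 AP-1 oligo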
# Target sequence (P13346 whole entry, looked up): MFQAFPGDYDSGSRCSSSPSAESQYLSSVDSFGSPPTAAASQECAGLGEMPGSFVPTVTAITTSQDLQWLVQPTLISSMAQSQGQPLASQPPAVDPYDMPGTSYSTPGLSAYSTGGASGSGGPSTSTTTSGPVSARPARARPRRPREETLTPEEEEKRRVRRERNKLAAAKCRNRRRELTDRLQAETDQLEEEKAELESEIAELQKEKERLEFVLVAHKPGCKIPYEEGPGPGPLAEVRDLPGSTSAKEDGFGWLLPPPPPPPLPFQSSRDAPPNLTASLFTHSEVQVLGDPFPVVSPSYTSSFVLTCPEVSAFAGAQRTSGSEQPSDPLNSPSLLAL
# CAL PDZ FP-1 = CAL PDZ peptide-binding inhibitors, primary screen, biochemical, fluorescence polarization, Cer-tagged CAL PDZ, HTS. 0.02% of 330,000 active. Golgi-associated PDZ and coiled-coil motif-containing protein (Homo sapiens), Q9HD26. AID 504414, 2011. purified CAL PDZ, TMR-peptide fluorescence polarization, 1 h. inhibition, % at 20 µM;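 active means highest replicate inhibition of at least 40%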;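 further: plate controls were DMSO neutral control wells for no effect and unlabeled competitor peptide control wells for full effect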
#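 material = purified tagged CAL PDZ domain construct (CerCALP) | buffer or medium = sodium phosphate/NaCl buffer pH 7.4 with TCEP, IgG, Thesit | reagent = TMR-labelled reporter peptide T*-PRC34 bound in PDZ groove | incubation = 1 h room-temperature incubation prior to read | measured by = fluorescence polarization (mP) | evaluation = percent inhibition from loss of millipolarization | control set = unlabelled peptide and DMSO controls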
# SR-BI HDL uptake = inhibitors of SR-BI mediated HDL lipid uptake, primary screen, ldlA[mSR-BI] cells, fluorescence, single point | 0.96% of 320,000 active | ldlA[mSR-BI] CHO cells, DiI-HDL uptake fluorescence, 3 h | AID 488896, 2010 | inhibition, % at 12.5 µM;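 active means mean replicate inhibition of at least 70% and a set share of replicates each scoring 70 or more; inconclusive means meets just one of the two criteria; inactive means fails both criteria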;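 further: 0% = median of neutral control wells and 100% = median of positive control wells; values of inactives mirror those of a sister screen read the other way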
# Target sequence (Q61009 whole entry, looked up): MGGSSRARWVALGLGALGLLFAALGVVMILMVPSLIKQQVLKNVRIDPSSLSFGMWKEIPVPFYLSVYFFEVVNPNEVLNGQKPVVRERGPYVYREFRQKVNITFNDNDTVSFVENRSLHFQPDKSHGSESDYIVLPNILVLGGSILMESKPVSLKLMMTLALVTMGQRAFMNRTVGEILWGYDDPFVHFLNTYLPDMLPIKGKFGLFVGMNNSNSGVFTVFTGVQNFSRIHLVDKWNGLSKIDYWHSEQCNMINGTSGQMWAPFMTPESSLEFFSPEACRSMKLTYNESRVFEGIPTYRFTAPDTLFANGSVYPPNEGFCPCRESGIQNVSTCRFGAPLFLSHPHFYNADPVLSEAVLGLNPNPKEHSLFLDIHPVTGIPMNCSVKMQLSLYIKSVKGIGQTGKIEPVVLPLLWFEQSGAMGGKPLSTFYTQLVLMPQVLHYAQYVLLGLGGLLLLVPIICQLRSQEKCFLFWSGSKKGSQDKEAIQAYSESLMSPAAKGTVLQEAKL
# CAL PDZ FP-2 = untagged CAL PDZ binding inhibitors, primary screen, biochemical, fluorescence polarization, HTS; Golgi-associated PDZ and coiled-coil motif-containing protein (Homo sapiens), Q9HD26; purified CAL PDZ, TMR-peptide fluorescence polarization, 1 h; 0.92% of 300,000 active; inhibition, % at 24.9 µM; AID 602252, 2012;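 active means mean inhibition of at least 30% with at least half of replicates also reaching 30%; inconclusive means no clear call, values can overlap the other calls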;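 further: 0% = DMSO neutral control and 100% = excess unlabeled competitor peptide PRC23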
# NSD2 inh = NSD2 histone methyltransferase inhibitors, primary screen, biochemical, AlphaScreen, single concentration, set 2 | Histone-lysine N-methyltransferase NSD2 (Homo sapiens), O96028 | NSD2 peptide methylation, 120 min | inhibition, % at 12.5 µM | 0.54% of 310,000 active | AID 743445, 2014; in the data active means inhibition above about 50%
# PfHsp90 set2 = growth inhibition of PfHsp90-expressing yeast, primary screen, antimalarial PfHsp90 inhibitor project, S. cerevisiae, BacTiter-Glo luminescence, single point, set 2. BacTiter-Glo ATP, 48 h; yeast lacking PDR1 and PDR3 efflux regulators. inhibition, % at 9.4 µM. 0.32% of 310,000 active;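 active means every replicate shows inhibition above about 80%, whatever the replicate mean, limit read from the data; inconclusive means mean inhibition reaches the set limit but some replicate falls short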;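 further: 0% = DMSO neutral controls and 100% = 20 µM radicicol positive controls; yeast relying on Plasmodium falciparum Hsp90 in place of its own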
# PvdQ inh = P. aeruginosa PvdQ acylase inhibitors, primary screen, biochemical, fluorescence, plate reader and imaging, single point. 0.063% of 340,000 active. inhibition, % at 10 µM. PvdQ acylase [Pseudomonas aeruginosa LESB58]. purified PvdQ acylase; in the data active means inhibition above about 30%, passing the limit was not always enough; inconclusive means no clear call, values can overlap the other calls;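 further: 0% = vehicle neutral wells and 100% = reference inhibitor wells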
# SR-BI uptake up = activators of SR-BI mediated DiI-HDL uptake, primary screen, ldlA[mSR-BI] CHO cells, DiI fluorescence | 3 h; 100 = double the neutral-control signal | activation, % at 12.5 µM | 0.096% of 320,000 active | AID 504775, 2011;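 active means mean replicate activation of at least 60% and every replicate at or above 60%; inconclusive means mean or all-replicate condition met, but not both; inactive means mean below 60% and not all replicates reaching 60%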;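 further: 0% = median plate neutral-control signal and 100% = twice that signal; values of inactives mirror those of a sister screen read the other way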
#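 System: LDL receptor-deficient CHO ldlA cells overexpressing murine SR-BI | Timing: 3 h uptake period with compound, 37 °C | Medium: HEPES-buffered (25 mM, pH 7.4) F12 plus 0.5% BSA | Dosing: Single-point compound dose | Signal: Bottom-read fluorescence, 550/595 nm | Read-out: Retained DiI signal reflecting DiI-HDL uptake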
# Rtt109 HAT inh = inhibitors of C. albicans Rtt109/Vps75 HAT, primary screen, biochemical, ThioGlo CoA-SH fluorescence, plate reader; Histone acetyltransferase RTT109 (Candida albicans (strain SC5314 / ATCC MYA-2876)), …; purified Rtt109/Vps75, 4 h; inhibition, % at 34.9 µM; 0.16% of 330,000 active; AID 540336, 2011;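 active means inhibition of at least 50% in every replicate; inconclusive means best replicate reaches 50% inhibition but some replicates fall short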
# Active calls of the source: *; ? = inconclusive; nt = not tested or not shown.
nr	Compound	MITF TRPM1 HTS	dFosB act	CAL PDZ FP-1	SR-BI HDL uptake	CAL PDZ FP-2	NSD2 inh	PfHsp90 set2	PvdQ inh	SR-BI uptake up	Rtt109 HAT inh
1	COc1cc2c(C#Cc3cccnc3)c(-c3ccsc3)oc(=O)c2cc1OC	0	-12	-1.2	18	3	nt	-6	-2	-18	-5
2	CCCn1nc(C(=O)Nc2nc3ccccc3[nH]2)c2ccccc2c1=O	4	-7	-7.8	2	-3	0	8	6	-2	nt
3	CC(CNC(=O)CCc1nnc(CCC2CCCCC2)o1)c1ccccc1 (configuration not stated)	33	-11	-0.4	6	2	0	-30	-11	-6	6
4	COc1ccc(C2(C)NC(=O)N(CC(=O)Nc3ccc4ccccc4c3)C2=O)cc1OC (configuration not stated)	-25	-12	-2.9	21	0	1	nt	-16	-21	15
5	O=C(NC1CCCCC1)N1CCN(C(c2ccccc2)c2ccccc2)CC1	-19	-6	-0.6	11	6	-4	20	9	-11	8
6	CC(C)c1cc(C(=O)N2CCCC(N3CCN(c4ccc(F)cc4)CC3)C2)no1 (configuration not stated)	-8	-5	-0.8	36	57*	18	10	-13	-36	-4
7	Cn1ccnc1CN1CCCCC1C(=O)Nc1ccc(Oc2cccnc2)cc1 (configuration not stated)	-25	-8	-2.6	-21	-1	2	-1	-15	21	1
8	O=C(Nc1cccc(Cl)c1Cl)c1ccncc1	10	-1	-0.2	-13	4	-1	-5	-3	13	-6
9	COc1ccc(NC(=O)CSc2nc3sc4c(c3c(=O)n2-c2ccc(OC)cc2)CCN(C)C4)cc1	8	?	-1.9	3	-2	3	-19	4	-3	22
10	CCn1c(CC(=O)Nc2ccccc2F)nnc1SCC(=O)N1CCN(c2ccccc2)CC1	11	5	-0.5	9	-2	-2	7	-13	-9	0
11	O=C(NNC1=NS(=O)(=O)c2ccccc21)c1ccccc1	-1	4	-2.6	nt	-4	-26	-38	-8	nt	-6
12	CCOc1ccccc1OCC(O)CNC (configuration not stated)	2	5	-1.4	1	nt	-1	nt	4	-1	12
13	Cc1cccc(/C=C2/Sc3ccc(C(=O)N4CCOCC4)cc3NC2=O)c1	5	-6	-1.6	9	-3	0	-10	-7	-9	-2
14	Cc1noc(C)c1C(=O)Nc1cc(Cl)ccc1N1CCOCC1	3	-10	-0.1	21	-1	0	35	11	-21	17
15	O=C(CSc1nnnn1-c1ccccc1)c1ccc(O)cc1O	7	-5	-1.5	14	43*	2	4	-8	-14	-4
16	CN1CCN(C(=S)c2ccc(Br)cc2)CC1	-8	4	-0.5	-17	-2	2	-11	20	17	-3
17	COc1ccccc1Nc1nc(N)nc(CN(C)C2CCCCC2)n1	-12	-9	-0.2	-24	21	-1	40	-16	24	-5
18	O=C(COc1ccc(F)cc1)Nc1c(C(=O)N2CCC(N3CCCCC3)CC2)oc2ccccc12	32	-15	-0.5	-7	-2	9	23	-12	7	-5
19	CCc1c(C(C)S(=O)(=O)c2ccccc2)[nH]c(=O)n1CC (configuration not stated)	0	-5	-2.7	0	1	-3	-159	-7	0	-3
20	O=C(Nc1cccc(S(=O)(=O)N2CCOCC2)c1)C(c1ccccc1)N1CCCCC1 (configuration not stated)	15	-14	nt	16	-5	-1	-9	-7	-16	-5
21	O=C(c1cc(COc2ccc(F)cc2Cl)on1)N1CC2C[C@@H]3CC1C[C@H](C2)C3	38	1	-3.7	-4	-2	-9	-18	-15	3	-4
22	C/C(CC(=O)Nc1ccccn1)=N\NC(=O)c1ccc2ccccc2c1	17	-5	-2.6	-1	0	2	11	-8	1	6
23	Cc1ccc(C(=O)C2CCN(CC(=O)Nc3ccc4c(c3)OCCO4)CC2)cc1	-15	0	-1.4	-4	-3	-3	2	-2	4	6
24	NS(=O)(=O)c1ccc(NNC(=O)c2ccc(Br)o2)c([N+](=O)[O-])c1	-7	-6	-1.0	-10	-4	13	15	11	10	2
25	O=C(Nc1ccccc1N1CCCC1)c1ccc(N2CCCC2=O)cc1	14	-3	-0.2	36	nt	4	-22	-6	-36	-67

# Individual results from the entries so far:
# compound 17 @ Rtt109 HAT inh = -5
# compound 13 @ PfHsp90 set2 = -10
# compound 20 @ PfHsp90 set2 = -9
# compound 21 @ CAL PDZ FP-2 = -2
# compound 25 @ PvdQ inh = -6
# compound 11 @ CAL PDZ FP-1 = -2.6
# compound 6 @ PvdQ inh = -13

# The listing picks up with the 2 entries that preceded the break.
nr	Compound	MITF TRPM1 HTS	dFosB act	CAL PDZ FP-1	SR-BI HDL uptake	CAL PDZ FP-2	NSD2 inh	PfHsp90 set2	PvdQ inh	SR-BI uptake up	Rtt109 HAT inh
24	NS(=O)(=O)c1ccc(NNC(=O)c2ccc(Br)o2)c([N+](=O)[O-])c1	-7	-6	-1.0	-10	-4	13	15	11	10	2
25	O=C(Nc1ccccc1N1CCCC1)c1ccc(N2CCCC2=O)cc1	14	-3	-0.2	36	nt	4	-22	-6	-36	-67
26	Cc1ccc(CNC(=O)c2cc(S(=O)(=O)N3CCCC3)cn2C)cc1	-2	-10	-1.1	-13	nt	nt	19	-14	13	-2
27	CC(C)CNC(=O)COC(=O)c1ccc(Cl)c(S(N)(=O)=O)c1	11	3	-1.4	-9	-2	-29	10	2	9	-2
28	CNC(=O)CSc1nc2c([nH]c3ccccc32)c(=O)n1CCOC	-19	0	-1.1	5	0	-2	-16	-5	-5	-5
29	O=C(NCCN1C(=O)C2C3C=CC(C3)C2C1=O)Nc1cccnc1 (configuration not stated)	-10	-6	0.1	-4	0	nt	-4	-4	4	0
30	Cc1ccc(/C(O)=C2/C(=O)C(=O)N(c3ccccn3)C2c2ccc([N+](=O)[O-])cc2)cc1 (configuration not stated)	-3	-8	-0.1	1	nt	4	2	6	-1	7
31	COc1cccc(N(CC(=O)NCCSCc2ccc(Cl)cc2)S(C)(=O)=O)c1	nt	-10	-1.5	42	0	-2	-26	-16	-42	-4
32	CC(=NNC(=O)c1ccncc1)c1ccc(O)cc1O	-17	1	0.0	4	-4	-2	-12	-11	-4	0
33	Cc1nn(C)cc1CNC(=O)c1cccc(Br)c1	-4	-2	0.3	0	-2	-4	13	0	0	-8
34	O=C(O)c1ccc2cccnc2c1O	0	0	-3.5	nt	-3	61*	36	-1	nt	2
35	O=C(NCc1cccnc1)c1cc(Sc2ccc(F)cc2F)nc2ccccc12	-8	-11	-0.9	2	-2	-1	13	-7	-2	5
36	Cc1ccc2nc3c(cc(C#N)c(=O)n3-c3nccs3)c(=O)n2c1	nt	3	nt	-6	-3	0	nt	-34	6	-306
37	CCOc1ccc(OCCn2c(=S)[nH]c3c(N)ncnc32)cc1	-11	-18	11	-5	-5	-2	15	-19	5	-4
38	CCc1cc(=O)oc2cc(C)cc(OCC(=O)C(C)(C)C)c12	0	-13	-2.4	24	-3	0	3	2	-24	nt
39	O=C(NCc1n[nH]c(=O)c2ccccc12)C1CC(=O)N(c2ccccc2)C1 (configuration not stated)	-7	-3	-2.2	-13	-3	1	19	-11	13	-7
40	COc1cccc(NC(=O)c2ccccc2C(F)(F)F)c1	6	-14	-0.4	-1	nt	-3	40	6	1	7
41	CC1(C)NC(=O)N(CC(=O)N2CCN(S(=O)(=O)c3ccccc3F)CC2)C1=O	9	9	-0.2	-11	-1	-3	nt	2	11	-5
42	CCC(C)c1ccccc1OCCCCN1CCCC1 (configuration not stated)	-7	-8	-3.0	-24	0	7	30	-2	24	3

# Some entries already given, reduced to PvdQ inh, SR-BI HDL uptake and PfHsp90 set2.
item | Structure | PvdQ inh | SR-BI HDL uptake | PfHsp90 set2
42 | CCC(C)c1ccccc1OCCCCN1CCCC1 (configuration not stated) | -2 | -24 | 30
4 | COc1ccc(C2(C)NC(=O)N(CC(=O)Nc3ccc4ccccc4c3)C2=O)cc1OC (configuration not stated) | -16 | 21 | nt
25 | O=C(Nc1ccccc1N1CCCC1)c1ccc(N2CCCC2=O)cc1 | -6 | 36 | -22
1 | COc1cc2c(C#Cc3cccnc3)c(-c3ccsc3)oc(=O)c2cc1OC | -2 | 18 | -6

# 4 of the compounds above, field by field.
28. CNC(=O)CSc1nc2c([nH]c3ccccc32)c(=O)n1CCOC
  MITF TRPM1 HTS: -19
  dFosB act: 0
  CAL PDZ FP-1: -1.1
  SR-BI HDL uptake: 5
  CAL PDZ FP-2: 0
  NSD2 inh: -2
  PfHsp90 set2: -16
  PvdQ inh: -5
  SR-BI uptake up: -5
  Rtt109 HAT inh: -5
29. O=C(NCCN1C(=O)C2C3C=CC(C3)C2C1=O)Nc1cccnc1 (configuration not stated)
  MITF TRPM1 HTS: -10
  dFosB act: -6
  CAL PDZ FP-1: 0.1
  SR-BI HDL uptake: -4
  CAL PDZ FP-2: 0
  NSD2 inh: nt
  PfHsp90 set2: -4
  PvdQ inh: -4
  SR-BI uptake up: 4
  Rtt109 HAT inh: 0
30. Cc1ccc(/C(O)=C2/C(=O)C(=O)N(c3ccccn3)C2c2ccc([N+](=O)[O-])cc2)cc1 (configuration not stated)
  MITF TRPM1 HTS: -3
  dFosB act: -8
  CAL PDZ FP-1: -0.1
  SR-BI HDL uptake: 1
  CAL PDZ FP-2: nt
  NSD2 inh: 4
  PfHsp90 set2: 2
  PvdQ inh: 6
  SR-BI uptake up: -1
  Rtt109 HAT inh: 7
31. COc1cccc(N(CC(=O)NCCSCc2ccc(Cl)cc2)S(C)(=O)=O)c1
  MITF TRPM1 HTS: nt
  dFosB act: -10
  CAL PDZ FP-1: -1.5
  SR-BI HDL uptake: 42
  CAL PDZ FP-2: 0
  NSD2 inh: -2
  PfHsp90 set2: -26
  PvdQ inh: -16
  SR-BI uptake up: -42
  Rtt109 HAT inh: -4

# Rows were taken by chance (roughly 4.3% active in at least one column).
